Mcl1 Noxa PPI = disrupts binding of human Mcl-1 to Noxa peptide; Q07820; 1.5% of 220,000 active; TR-FRET Mcl-1/Noxa peptide binding, 2 h; AID 1022; inhibition, % at 21.7 µM;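 active means compounds that cut the protein-peptide binding signal by more than 50% relative to plate controls in a single-dose test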;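 further: His-tagged Mcl-1 with rhodamine Noxa BH3 peptide and terbium anti-His antibody; 0% = Mcl-1 plus Noxa peptide wells and 100% = peptide-only wells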
Target sequence (Q07820 whole entry, looked up): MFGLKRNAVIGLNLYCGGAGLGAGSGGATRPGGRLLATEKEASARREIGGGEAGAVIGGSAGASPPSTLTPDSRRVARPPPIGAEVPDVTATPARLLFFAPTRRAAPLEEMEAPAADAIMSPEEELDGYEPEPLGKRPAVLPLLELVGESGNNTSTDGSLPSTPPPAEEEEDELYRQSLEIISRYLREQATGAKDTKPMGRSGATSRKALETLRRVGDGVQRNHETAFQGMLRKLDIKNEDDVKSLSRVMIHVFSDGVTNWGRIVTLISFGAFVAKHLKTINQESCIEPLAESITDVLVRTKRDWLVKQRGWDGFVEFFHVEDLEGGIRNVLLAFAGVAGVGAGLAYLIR
GSH fluor = GSH bead compound fluorescence profile. GSH beads flow cytometry, compound fluorescence 488/530 nm; stronger effect = higher value. fluorescence (KMESF) at 10 µM. 0.25% of 190,000 active. AID 1776; in the data active means fluorescence above about 89;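 further: glutathione beads carrying GST-tagged Bcl family fusion proteins plus one bare bead set; values are compound well signal with DMSO vehicle wells as background; inactives centre near 16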
Avidin fluor = avidin bead compound fluorescence profile; Avidin beads, compound fluorescence 488/530 nm, flow cytometry; stronger effect = higher value; fluorescence (KMESF) at 10 µM; 0.38% of 220,000 active; in the data active means fluorescence above about 47; further: inactives centre near 10
RGS8-Gao reg = regulators of human RGS8-Galphao interaction. P09471. multiplexed bead flow cytometry, RGS8-Galphao binding; actives lie on both sides. response (percent of control binding), % at 10 µM. 0.34% of 220,000 active. AID 1423; in the data active means response below about 60% or above about 140%; inactive means in between;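 further: Galphao activated as the GDP aluminium fluoride complex binding bead-coupled RGS8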
Pf gametocyte = inhibitors of late stage P. falciparum gametocyte viability; P. falciparum stage V gametocytes, ATP luminescence, 24 h; inhibition, % at 10.9 µM; 0.065% of 150,000 active; AID 743093;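 active means inhibition above the mean plus 3 SD of compounds within the control limits, set per campaign, cut at about 38% in these data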;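 further: 0% = DMSO wells and 100% = medium only without gametocytes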
Mcl1 Bid PPI = Mcl-1/Bid interaction inhibition | Q07820 | inhibition, % at 21.7 µM | AID 1021 | 0.97% of 220,000 active | TR-FRET Mcl-1/Bid-Dy647 peptide binding, 1536-well;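 active means compounds that cut the binding signal by more than half at the single screening dose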;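 further: His-tagged Mcl-1 with europium anti-His antibody binding Bid BH3 peptide; 0% = Mcl-1 plus peptide wells and 100% = peptide-only wells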
Bim-Mcl-1 = disrupts Bim peptide binding to human Mcl-1; Bead-based flow cytometry, Bim peptide-Mcl-1 binding; 0.1% of 190,000 active; inhibition, % at 10 µM; Q07820; in the data active means inhibition above about 40%;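 further: 0% = no compound tracer wells and 100% = peptide blocker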
RGS4-Gao reg = human RGS4-Galphao interaction regulation; AID 1415; 0.33% of 220,000 active; P09471; Multiplexed bead flow cytometry, RGS4-Galphao binding; actives lie on both sides; binding response (% of control), % at 10 µM; in the data active means binding response below about 49% or above about 150%; inactive means in between;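 further: fluorescent Galphao activated with aluminum fluoride binding bead-coupled RGS4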
ABCB1 inh = inhibitors of human ABCB1 transporter, ABCG2 counter-screen; AID 1326; inhibition, % at 6.6 µM; 0.067% of 190,000 active; CCRF-Adr cells, JC-1 efflux, flow cytometry; in the data active means inhibition above about 40%;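 further: 0% = vehicle and 100% = reference inhibitor; higher value means more JC-1 retained so stronger ABCB1 efflux block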
RGS7-Gao = modulates binding of RGS7 to human Galphao; Multiplexed bead flow cytometry; actives lie on both sides; 0.35% of 220,000 active; P09471; binding response (% of control), % at 10 µM; in the data active means binding response below about 49% or above about 150%; inconclusive means no clear call, values can overlap the other calls; inactive means in between;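 further: fluorescent Galphao held in activated GDP-AlF4 state binding bead-coupled RGS7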
ABCG2 inh = inhibitors of human ABCG2 transporter, ABCB1 counter-screen; AID 1325; IgMXP3 cells, JC-1 efflux, flow cytometry; Q9UNQ0; inhibition, % at 6.6 µM; 0.1% of 190,000 active;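 active means inhibition above 80%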;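 further: 0% = DMSO and 100% = nicardipine control wells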
Target sequence (Q9UNQ0 whole entry, looked up): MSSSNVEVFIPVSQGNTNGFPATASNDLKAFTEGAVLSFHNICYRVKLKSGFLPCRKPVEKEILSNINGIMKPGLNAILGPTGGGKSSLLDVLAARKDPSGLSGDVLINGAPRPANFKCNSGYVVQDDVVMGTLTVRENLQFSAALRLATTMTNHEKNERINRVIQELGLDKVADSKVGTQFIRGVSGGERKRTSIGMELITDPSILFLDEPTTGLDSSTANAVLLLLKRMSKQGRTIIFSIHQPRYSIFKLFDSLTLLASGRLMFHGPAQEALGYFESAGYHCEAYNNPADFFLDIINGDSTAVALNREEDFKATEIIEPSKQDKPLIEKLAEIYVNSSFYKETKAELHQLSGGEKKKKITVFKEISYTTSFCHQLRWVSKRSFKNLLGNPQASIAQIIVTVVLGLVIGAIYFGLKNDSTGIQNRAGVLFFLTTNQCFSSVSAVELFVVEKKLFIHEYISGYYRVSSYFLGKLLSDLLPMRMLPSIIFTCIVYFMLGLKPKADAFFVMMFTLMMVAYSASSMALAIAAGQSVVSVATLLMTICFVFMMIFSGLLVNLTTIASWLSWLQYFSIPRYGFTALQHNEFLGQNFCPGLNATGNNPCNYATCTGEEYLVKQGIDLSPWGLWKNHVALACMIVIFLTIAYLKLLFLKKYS
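Times: 10 min at 25 °C | Test system: Two drug-resistant human cell lines, ABCG2 and ABCB1 | Quantity: 3 million cells/mL final, two lines in 1:1 ratio | Signal: Flow cytometry, 530 nm JC-1 signal | Dosing: Compound at 6.6 µM | Controls: Nicardipine and DMSO wells | Reagent: JC-1 as fluorescent efflux pump substrate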
Starred values were filed as active, the others as inactive; ? = inconclusive; nt = no result given.

1) C#CCOCCOCCOCCNc1nc(N2CCN(C(=O)C(Cc3cc4ccccc4[nH]3)n3cc(C(N)C(C)CC)nn3)CC2)nc(N2CCN(C(=O)C(Cc3cc4ccccc4[nH]3)n3cc(C(N)C(C)CC)nn3)CC2)n1 (stereo unspecified)
2) CCOCCCN1C(=O)C(O)=C(C(C)=O)C1c1cccs1 (stereo unspecified)
3) Clc1ccc(-n2nnnc2CN2CCOCC2)cc1Cl
4) O=C(O)c1cnn(-c2ccccc2)c1C(F)(F)F
5) Cc1ccc(N2C(=O)[C@@H]3[C@H](C2=O)[C@H]2C=CC=NN2[C@@H]3C(=O)Nc2ccc(Cl)cc2)cc1
6) COc1ccc(C)cc1NC(=S)N1CCN(S(C)(=O)=O)CC1
7) COc1ccccc1N1C(N)=NC(N)=NC1(C)C
8) CCN(CC)CCNC(=O)c1ccc2c(c1)ncn2C1CCCCC1

entry no.	1	2	3	4	5	6	7	8
Mcl1 Noxa PPI	35	30	16	10	13	13	17	4
GSH fluor	21	17	5	16	36	6	15	14
Avidin fluor	6	22	2	10	11	0	4	13
RGS8-Gao reg	108	100	104	103	100	88	81	102
Pf gametocyte	nt	-24	-13	-10	nt	-35	0	nt
Mcl1 Bid PPI	38	-14	-6	-37	-21	-58	-30	-13
Bim-Mcl-1	0	2	1	0	-3	3	0	0
RGS4-Gao reg	106	101	103	103	97	95	86	100
ABCB1 inh	0.7	-0.3	-0.2	0.3	-0.8	0.4	-0.2	0.3
RGS7-Gao	106	101	101	102	96	97	78	98
ABCG2 inh	1	0	1	0	19	3	-2	2

9) COC(=O)c1ccc(NC(=O)Nc2ccc(F)cc2)cc1
10) Cn1cnnc1SCC(=O)Nc1cccc(S(=O)(=O)N2CCOCC2)c1
11) COc1ccc(Br)cc1C(=O)Nc1ccccc1-c1ccccc1
12) CCS(=O)(=O)Nc1ccc(-c2nnc(SCC(=O)OC)o2)cc1
13) CN(C)c1ccc(NC(=O)Cn2cc3c(n2)CCCC3)cc1
14) Cc1ccc(/C=C2\SC(N3CCN(C(c4ccccc4)c4ccccc4)CC3)=NC2=O)o1
15) Cc1ccc(SCC2(O)CCN(S(=O)(=O)c3ccc(Cl)cc3)CC2)cc1
16) OCC1(Cc2ccccc2)CCN(Cc2ccc(C(F)(F)F)cc2)CC1

entry no.	9	10	11	12	13	14	15	16
Mcl1 Noxa PPI	19	15	-2	5	30	37	4	8
GSH fluor	11	9	25	51	13	10	12	10
Avidin fluor	26	8	11	12	24	8	6	3
RGS8-Gao reg	94	104	99	98	101	77	93	100
Pf gametocyte	nt	2	nt	16	nt	nt	nt	-24
Mcl1 Bid PPI	-22	-29	-45	25	-16	-32	-13	-31
Bim-Mcl-1	1	1	0	-1	-2	0	-2	-3
RGS4-Gao reg	80	107	98	95	94	95	102	101
ABCB1 inh	-0.4	0.6	0.3	0.9	1.0	0.8	0.3	0.9
RGS7-Gao	82	109	99	98	95	91	96	103
ABCG2 inh	-1	4	0	11	4	3	1	2

Pulled by compound from above, four records:
15) Cc1ccc(SCC2(O)CCN(S(=O)(=O)c3ccc(Cl)cc3)CC2)cc1
11) COc1ccc(Br)cc1C(=O)Nc1ccccc1-c1ccccc1
9) COC(=O)c1ccc(NC(=O)Nc2ccc(F)cc2)cc1
10) Cn1cnnc1SCC(=O)Nc1cccc(S(=O)(=O)N2CCOCC2)c1

entry no.	15	11	9	10
Mcl1 Noxa PPI	4	-2	19	15
GSH fluor	12	25	11	9
Avidin fluor	6	11	26	8
RGS8-Gao reg	93	99	94	104
Pf gametocyte	nt	nt	nt	2
Mcl1 Bid PPI	-13	-45	-22	-29
Bim-Mcl-1	-2	0	1	1
RGS4-Gao reg	102	98	80	107
ABCB1 inh	0.3	0.3	-0.4	0.6
RGS7-Gao	96	99	82	109
ABCG2 inh	1	0	-1	4

Next part:
17) Cc1ccc(-c2csc(NC(=O)Cn3cnc4c3c(=O)n(C)c(=O)n4C)n2)cc1C
18) O=[N+]([O-])c1ccccc1OCc1nc(-c2cccs2)no1
19) Cc1cccc(C(=O)N[C@H](C(=O)Nc2nc3ccc(S(C)(=O)=O)cc3s2)C(C)C)c1
20) C#CC[N+](C)(C)C(C#Cc1ccccc1)CC=C (stereo unspecified)
21) Cc1onc2c(=O)n(-c3ccccc3)nc(-c3ccccc3)c12
22) CN1C(=O)CC(C(=O)O)SC1=Nc1cc(Cl)cc(Cl)c1 (stereo unspecified)
23) Cc1cccc(NC(=O)COn2nnc3ccc(S(C)(=O)=O)cc32)c1
24) COc1ccc(N(C(=O)C2CCCCC2)S(=O)(=O)c2cccc3cccnc23)cc1

entry no.	17	18	19	20	21	22	23	24
Mcl1 Noxa PPI	14	-6	17	4	8	13	0	8
GSH fluor	11	10	15	12	nt	11	17	16
Avidin fluor	12	25	10	38	9	7	11	9
RGS8-Gao reg	101	103	105	103	98	102	108	103
Pf gametocyte	nt	12	nt	9	-1	8	-9	0
Mcl1 Bid PPI	26	-6	-30	-6	13	4	-4	-16
Bim-Mcl-1	0	-23	0	9	nt	-3	-1	0
RGS4-Gao reg	100	101	99	105	96	101	106	104
ABCB1 inh	-0.2	0.5	0.7	0.3	nt	1.7	-0.5	2.0
RGS7-Gao	102	102	93	104	?	99	103	101
ABCG2 inh	1	6	5	1	nt	1	-1	1

25) Cc1ccc(N2C(=O)c3ccc(C(=O)N4CCN(c5ccccc5F)CC4)cc3C2=O)cc1
26) CCCCN(C)Cc1c(C)[nH]c2ccc(Cl)cc2c1=O
27) O=C(CCc1[nH]c2ccccc2c1Sc1ccccc1)N(CCO)CCO
28) O=C(CN1CCCC1)N/N=C/c1ccc(-c2cccc(Cl)c2)o1
29) CCn1cc(C(=O)O)c(=O)c2cc(Br)ccc21
30) COc1cccc(-n2c(=O)[nH]cc(C(=O)Nc3ccc4c(c3)OCCO4)c2=O)c1
31) O=C(Nc1ccc2nc3n(c(=O)c2c1)CCCCC3)c1ccccc1Cl
32) NS(=O)(=O)c1cccc(NC(=O)COC(=O)c2cc(-c3ccc(Cl)cc3)nc3ccccc23)c1

entry no.	25	26	27	28	29	30	31	32
Mcl1 Noxa PPI	-1	8	17	17	-23	3	15	3
GSH fluor	19	4	10	30	12	23	26	19
Avidin fluor	7	18	16	17	9	7	7	10
RGS8-Gao reg	99	102	99	103	102	109	99	101
Pf gametocyte	nt	10	-14	nt	nt	nt	nt	18
Mcl1 Bid PPI	-14	-17	-5	-5	-2	-1	-18	-13
Bim-Mcl-1	0	1	-3	-4	1	0	2	-5
RGS4-Gao reg	99	103	98	103	101	111	101	99
ABCB1 inh	-3.1	0.2	0.5	1.2	0.1	0.2	0.7	-1.0
RGS7-Gao	97	103	98	103	101	111	102	100
ABCG2 inh	-4	0	5	6	0	2	3	-7

33) Cc1ccsc1C(=O)NNC(=O)Nc1ccc(Cl)c(Cl)c1
34) Cc1nc2ncnn2c(C)c1CCC(=O)Nc1ccc(S(=O)(=O)N2CCCCCC2)cc1
35) Clc1ccccc1-c1cc(COc2ccc3ccccc3c2)no1
36) CCOC(=O)C(c1ccccc1)C(Nc1cc(C(F)(F)F)cc(C(F)(F)F)c1)c1ccccn1 (stereo unspecified)
37) Nc1cc(N)nc(SCC(=O)Nc2ccc(Br)cc2Cl)n1
38) Cc1c(Cl)cccc1NC(=O)Nc1ccccc1C(N)=O
39) O=C(c1cc2nc(-c3ccc(F)cc3)cc(C(F)(F)F)n2n1)N1CCCCC1c1cccnc1 (stereo unspecified)
40) Cc1ccc(C(OCC(O)CN2CCCCC2CO)c2ccccc2)cc1 (stereo unspecified)

entry no.	33	34	35	36	37	38	39	40
Mcl1 Noxa PPI	7	21	6	-2	22	4	3	17
GSH fluor	45	36	21	nt	13	25	8	18
Avidin fluor	8	12	30	6	3	11	19	12
RGS8-Gao reg	98	100	97	103	93	99	103	105
Pf gametocyte	nt	13	nt	19	20	6	-8	4
Mcl1 Bid PPI	-23	52*	-3	-9	-3	-7	-19	-14
Bim-Mcl-1	0	-5	-4	nt	17	-4	-1	-2
RGS4-Gao reg	98	102	92	101	91	101	100	103
ABCB1 inh	0.0	-1.4	0.0	nt	-0.1	0.8	4.5	0.2
RGS7-Gao	95	99	92	?	96	100	102	108
ABCG2 inh	2	63	0	nt	0	6	10	0

Compound profiles (already shown).
`Nc1cc(N)nc(SCC(=O)Nc2ccc(Br)cc2Cl)n1` in the list: Mcl1 Noxa PPI: 22; GSH fluor: 13; Avidin fluor: 3; RGS8-Gao reg: 93; Pf gametocyte: 20; Mcl1 Bid PPI: -3; Bim-Mcl-1: 17; RGS4-Gao reg: 91; ABCB1 inh: -0.1; RGS7-Gao: 96; ABCG2 inh: 0
`Cc1ccc(C(OCC(O)CN2CCCCC2CO)c2ccccc2)cc1` (stereo unspecified) in the list: Mcl1 Noxa PPI: 17; GSH fluor: 18; Avidin fluor: 12; RGS8-Gao reg: 105; Pf gametocyte: 4; Mcl1 Bid PPI: -14; Bim-Mcl-1: -2; RGS4-Gao reg: 103; ABCB1 inh: 0.2; RGS7-Gao: 108; ABCG2 inh: 0

More records
41) CCOc1ccc(N(CC(=O)NCc2ccc(F)cc2)S(=O)(=O)c2c(C)noc2C)cc1
42) CCOC(=O)c1cn2ccc(C)cc2n1
43) CC(C)[C@H](NC(=O)NC1CCCc2ccccc21)C(=O)O (stereo partly specified)
44) Cc1ccc(C(O)c2nc3ccccc3n2C(C)C)cc1 (stereo unspecified)
45) CC(=O)NC1CC2CCCC(C1)N2C(=O)Nc1ccccc1 (stereo unspecified)

entry no.	41	42	43	44	45
Mcl1 Noxa PPI	-8	4	9	7	4
GSH fluor	15	11	19	38	19
Avidin fluor	25	10	8	7	38
RGS8-Gao reg	100	104	103	104	105
Pf gametocyte	nt	2	nt	-3	24
Mcl1 Bid PPI	0	-49	-12	9	-1
Bim-Mcl-1	-3	1	-2	-1	-4
RGS4-Gao reg	97	104	103	101	107
ABCB1 inh	0.7	0.4	0.1	0.1	0.4
RGS7-Gao	97	107	106	105	105
ABCG2 inh	0	3	0	1	2
